Screens from PubChem.
RXFP1 ag: qHTS Assay for Agonists of the Relaxin Receptor RXFP1 | Potency, µM (titrated, usually from 57.5 µM), without a hit: top-dose activation, hits mostly activators | Relaxin receptor 1 (Homo sapiens), Q9HBX9 | HEK293T-RXFP1 cAMP TR-FRET, 30 min; response scale: percent of porcine relaxin response, buffer zero | actives 0.3% (n = 370,000); further: potency means the concentration at half of the fitted maximal effect; on the % scale 0 is the no-effect control and ±100 the full control effect; nearly all actives have a fitted effect of over 60% in size; many of its hits are not listed in these tables
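cAMP rise read by TR-FRET after 30 min, 37C compound exposure (up to 58 uM) in RXFP1-transfected HEK293 cells with Ro 20174 present. EC50 from Hill-equation fits, with 29 nM porcine relaxin as 100% and buffer as basal.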
Vif-APOBEC3G blk: qHTS for Inhibitors of Vif-A3G Interactions: qHTS. DNA dC->dU-editing enzyme APOBEC-3G (Homo sapiens), Q9HC16. HeLa A3G-eYFP + Vif (tagged APOBEC3G with the HIV-1 protein that degrades it), YFP fluorescence, overnight. Potency, µM (highest dose often 46.1 µM), for inactives: at the highest dose activity, negative = active, hits mostly inhibitors. actives 0.076% (n = 410,000). AID 602310, 2012;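 further: potency means the concentration at half of the fitted maximal effect; on the % scale 0 is the no-effect control and ±100 the full control effect; nearly all actives have a fitted effect of over 60% in size; hits raise eYFP signal because A3G escapes Vif-driven loss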
Target sequence (Q9HC16 whole entry, looked up): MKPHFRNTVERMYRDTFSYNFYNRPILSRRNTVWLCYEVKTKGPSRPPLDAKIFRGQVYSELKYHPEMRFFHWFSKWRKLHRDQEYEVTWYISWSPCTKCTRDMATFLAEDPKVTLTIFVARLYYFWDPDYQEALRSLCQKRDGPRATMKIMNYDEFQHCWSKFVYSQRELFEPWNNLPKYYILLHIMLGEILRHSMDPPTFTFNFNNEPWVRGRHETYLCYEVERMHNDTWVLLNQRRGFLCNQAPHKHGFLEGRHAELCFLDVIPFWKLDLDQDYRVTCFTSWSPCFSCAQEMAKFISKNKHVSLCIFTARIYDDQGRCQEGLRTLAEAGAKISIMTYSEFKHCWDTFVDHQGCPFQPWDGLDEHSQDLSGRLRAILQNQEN
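Read-out is eYFP fluorescence (Ex 488/Em 500-530) from Vif-expressing HeLa A3G-eYFP cells; more signal means A3G escaped Vif-mediated degradation. Cells plated overnight, compound pinned in, incubated overnight at 37 deg C.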
Vif-APOBEC3F blk: qHTS for Inhibitors of Vif-A3F Interactions: qHTS; HeLa A3F-eYFP + Vif (tagged APOBEC3F with the HIV-1 protein that degrades it), YFP fluorescence increase; Potency, µM (doses to about 46.1 µM), for inactives: at the highest dose activity, negative = active; actives 0.2% (n = 390,000); AID 602313, 2012; further: potency means the concentration at half of the fitted maximal effect; % of control where 0% means no effect; nearly all actives have a fitted effect of over 65% in size
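HeLa cells stably expressing A3F-eYFP plus Vif, plated and incubated overnight at 37 deg C, then exposed to compounds overnight at 37 deg C. Blocked degradation read as raised yellow fluorescence (Ex 488/Em 500-530).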
Glioma ERSR ind: qHTS for Inducers of the Endoplasmic Reticulum Stress Response (ERSR) in Human Glioma: qHTS; U87-MG GRP78 promoter luciferase reporter, 16 h; Potency, µM, for the others: at the top dose activation, actives largely listed as activators; actives 0.02% (n = 420,000); AID 602332, 2012; further: potency means the concentration at half of the fitted maximal effect; series mostly up to about 76 µM; % of control where 0% means no effect; nearly all actives have a fitted effect of over 35% in size
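Stably transfected U87-MG glioma cells carrying a GRP78-based luciferase sensor; 16 h compound incubation. Luminescence end-point read 10 min after Bright-Glo addition at room temperature.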
PI4K2A block: qHTS for small molecular inhibitors of PI4K2A; Phosphatidylinositol 4-kinase type 2-alpha (Homo sapiens), Q9BTU6; AID 1346378, 2018; purified PI4K2A, ADP-Glo luminescence, 1 h; hits give low values; activity change, negative = inhibition, % at 76.9 µM; actives 0.13% (n = 420,000); in the data active means activity change below about -50%; inconclusive means mostly about -30% to -49%;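 further: -100% = wells without enzyme as full effect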
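Compounds are screened against recombinant PI4K2A using PI as substrate and ATP, the latter dispensed at 300 microM. Reactions run one hour at ambient temperature before ADP-Glo detection; full inhibition defined by wells lacking enzyme.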
TrxR1 substrate: qHTS Assay for Substrates of Mammalian Selenoprotein Thioredoxin Reductase 1 (TrxR1): qHTS; Thioredoxin reductase 1, cytoplasmic (Rattus norvegicus), O89049; purified TrxR1 substrate turnover, NADPH consumption readout; Potency, µM (titrated, usually from 114 µM), inactives show at the highest dose activity change, negative = substrate turnover; actives 0.01% (n = 390,000); AID 588456, 2011; further: potency means the concentration at half of the fitted maximal effect; on the % scale 0 is the no-effect control and ±100 the full control effect; nearly all actives have a fitted effect of over 50% in size
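Rat TrxR1, dispensed at 90 nM, was prereduced with 400 uM NADPH (final) for 5 min at ~22 deg C, then incubated with compound 15 min before 400 uM selenite. A first-read NADPH fluorescence drop versus no-compound background flagged substrates.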
LDHA block: qHTS assay for inhibitors of human lactate dehydrogenase | L-lactate dehydrogenase A chain (Homo sapiens), P00338 | purified LDHA, NADH/diaphorase-resazurin fluorescence; hits give low values | activity change, % (values are at about 110 or 230 µM) | actives 0.15% (n = 480,000); in the data active means activity change below about -30%; inconclusive means mostly about -25% to -30%;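 further: plate controls were DMSO wells for no effect and wells without enzyme for full effect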
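Resorufin fluorescence (ex540/em590), read at 0 and 20 min after diaphorase/resazurin addition, reports the NADH left after a 5 min room-temperature reaction of 2 nM human LDH5 with 0.06 mM NADH and 0.2 mM pyruvate.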
USP1-UAF1 inh: Inhibitors of USP1/UAF1: Primary Screen; Ubiquitin carboxyl-terminal hydrolase 1 (Homo sapiens), O94782; recombinant USP1/UAF1, Ub-Rhodamine cleavage fluorescence; Potency, µM (titrated, usually from 57.1 µM), without a hit: at the highest dose activity change, negative = inhibition, most hits filed as inhibitors; actives 0.23% (n = 390,000); further: potency means the concentration at half of the fitted maximal effect; on the % scale 0 is the no-effect control and ±100 the full control effect; nearly all actives have a fitted effect of over 60% in size; inactives centre near -12
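Step one: compound is pinned into 1nM USP1/UAF1 in HEPES pH 7.8 buffer with TCEP. Step two: 15 min room-temperature incubation. Step three: Ub-Rho (150nM final) starts cleavage, tracked by fluorescence over six one-minute reads.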
IDH1 R132H inh: qHTS for Inhibitors of mutant isocitrate dehydrogenase 1 (IDH1): qHTS. Isocitrate dehydrogenase [NADP] cytoplasmic (Homo sapiens), O75874. IDH1-R132H enzyme, NADPH consumption, diaphorase/resazurin fluorescence. Potency, µM (top dose mostly 76.6 µM), without a hit: at the top dose activity change, negative = inhibition, usual class: inhibitors. actives 0.093% (n = 390,000); further: potency means the concentration at half of the fitted maximal effect; on the % scale 0 is the no-effect control and ±100 the full control effect; nearly all actives have a fitted effect of over 65% in size
Target sequence (O75874 whole entry R132H, stated change not applied): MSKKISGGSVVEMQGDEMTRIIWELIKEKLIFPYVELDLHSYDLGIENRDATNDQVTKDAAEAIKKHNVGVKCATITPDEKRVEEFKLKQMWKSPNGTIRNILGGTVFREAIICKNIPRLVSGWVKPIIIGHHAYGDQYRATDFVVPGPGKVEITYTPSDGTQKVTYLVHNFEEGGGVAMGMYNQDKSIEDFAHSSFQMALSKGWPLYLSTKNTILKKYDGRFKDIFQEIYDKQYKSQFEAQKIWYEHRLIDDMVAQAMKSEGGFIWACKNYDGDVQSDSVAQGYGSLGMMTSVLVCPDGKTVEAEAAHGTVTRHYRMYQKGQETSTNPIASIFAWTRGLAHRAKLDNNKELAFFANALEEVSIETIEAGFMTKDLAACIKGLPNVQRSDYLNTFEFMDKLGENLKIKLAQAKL
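IDH1-R132H (0.5 ug/mL) preincubated 30 min with compound, then NADPH (0.016 mM) and alpha-KG (2 mM) added; 80 min at RT, pH 7.5. Remaining NADPH coupled via diaphorase/resazurin to fluorescence (540/590 nm); concentration-response curves normalized to no-enzyme control.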
Active calls of the source: *; ? = inconclusive; nt = not tested or not shown; & = joins results of further samples; [ ] = remark or other dose. Unless noted, the call rests on the fitted dose curve; in most records, active means well fitted curve in the direction sought with a large enough effect; inconclusive means small, poorly fitted or top-dose-only effect, or another doubt; inactive means no such curve, though single readings can be large; an effect the other way counts as inactive or inconclusive.

SMILES	RXFP1 ag	Vif-APOBEC3G blk	Vif-APOBEC3F blk	Glioma ERSR ind	PI4K2A block	TrxR1 substrate	LDHA block	USP1-UAF1 inh	IDH1 R132H inh
COc1cc2[nH]c(=O)n(CCCCCC(=O)N3CCN(c4ccccc4)CC3)c(=O)c2cc1OC	1.5%	-7%	2%	-4%	-7	20%	4	-11%	8%
C[C@H]1C(=O)N(C)CCN1C(=O)c1cccc(OC2CCN(CC(C)(C)C)CC2)c1	0.1%	0%	4%	1%	0	1%	-2	-6%	3%
COc1ccc(N2CC(C(=O)Nc3ccc(F)cc3F)CC2=O)cc1 (configuration not stated)	0.6%	1%	1%	-1%	4	-2%	-7	0%	0%
CCCc1cc(=O)[nH]c2nnc(SCCC(C)C)n12	2.6%	9%	1%	-2%	2	4%[57.1 µM]	4	-16%	9%
NC(=O)C1CCN(c2ccc([N+](=O)[O-])cc2Cl)CC1	-2.1%	-4%	-5%	-6%	-1	-12%	-3	-16%	0%
Cc1cc2ccccc2n1CCNCc1c(C(=O)N2CCOCC2)nc2ccccn12	1.9%	0%	-3%	0%	3	7%	-2	-7%	-7%
Cc1ccc(CC(=O)Nc2nccs2)cc1	-0.8%	1%	-2%	2%	0	1%	-3	-21%	-5%
COC(=O)c1[nH]c2c(c1C)C(=O)CC(c1ccc(C)cc1)C2 (configuration not stated)	11%	0%	-5%	-4%	-3	10%[57.1 µM]	-8	-23%	1%
NS(=O)(=O)c1ccc(N2N=C(c3ccccc3)CC2c2cccc(F)c2)cc1 (configuration not stated)	11%	-13%	1%	0%	3	757%[activator]	0	-20%	-14%
Cc1ccc(S(=O)(=O)N2CCC(NC(=O)c3cccc(F)c3)CC2)cc1	-0.9%	0%	-3%	-3%	-1	4%[57.1 µM]	-3	-4%	4%
Cc1ccc(-n2[nH]c(C)c(C=Nc3ccc(C)cn3)c2=O)cc1	0.5%	-8%	-10%	4%	-1	6%	-7	-13%	-6%
COc1ccc(C(=S)N2CCC(C(N)=O)CC2)cc1Br	-2.3%	-3%	12%	-4%	4	-2%[57.1 µM]	0	-14%	-7%
CC(C)CC1Nc2ncnc(N3CCN(c4ccccn4)CC3)c2N(Cc2ccc(Cl)cc2)C1=O (configuration not stated)	nt	-2%&-10%	-8%	-1%&1%	-1&1	0%[57.1 µM]	-11&-5	-20%	-22%
CC1(C)C(=O)N(CC(=O)Nc2ccc(Cl)cc2)c2ccccc21	1.1%	-3%	1%	-3%	6	3%[57.1 µM]	-1	-14%	0%
Cn1c(CN2CCOCC2)nnc1SCC(N)=O	0.1%	2%	-20%	-3%	-2	6%	-1	-3%	1%
C=C(C)CN(CC)C(=O)CN1C(=O)NC2(CCCc3ccccc32)C1=O (configuration not stated)	0.1%	2%	0%	12%	3	-14%	0	-6%	-4%
O=C(CCCN1C(=O)C(=Cc2ccc3c(c2)OCO3)SC1=S)Nc1ccc(C(=O)O)c(O)c1	nt	-1%	nt	-1%	-2	nt	0	nt	nt
COc1cccc(/C=N/N2C(=O)CSC2=S)c1O	0.5%	-8%	7%	-4%	-1	-13%	-8	-21%	-5%
COc1cc(OC)c2ccc(=O)oc2c1C(CCN1CCCC(C)C1)c1ccc2c(c1)OCO2 (configuration not stated)	-1.1%	3%&2%	-6%	0%&-5%	-4	-9%&12%	1	-23%	6%
CCCc1cc(=O)n2[nH]cc(-c3ccc(Cl)cc3)c2n1	2.2%	2%	?	-9%	-3	3%[57.1 µM]	-5	-17%	5%
CCN(CC)CCCOc1ccc(Cl)c(Cl)c1	1.0%	0%	0%	0%	-6	-13%	-19	1%	-1%
O=C(NCc1ccccn1)c1cccc(NS(=O)(=O)c2ccccc2F)c1	-0.3%	1%	3%	-5%	-6	4%[57.1 µM]	-5	1%	12%
O=C(CCNC(=O)c1ccccc1Cl)Nc1cccc(C(F)(F)F)c1	0.1%	-2%	1%	-3%	1	1%	2	-20%	-5%
CN(C(=O)c1cc(S(=O)(=O)N2CCc3ccccc32)cn1C)C1CCCCC1	-0.1%	4%	-4%	-3%	-4	-4%[57.1 µM]	-1	-5%	5%
Cc1ccc2c(c1)c(N=O)c(O)n2Cc1ccc(Cl)cc1	-2.1%	0%	-21%	-1%	1	-3%	-4	-29%	-8%
O=C(O)COc1ccccc1/C=N/NC(=O)CSc1nnc(SCc2cccc3ccccc23)s1	1.0%	1%	7%	2%	6	-2%	0	-19%	1%
COCCn1c(SCC(=O)N2CC(=O)Nc3ccccc32)nc2ccccc2c1=O	-3.1%	-6%	4%	5%	-2	4%	-4	-17%	5%
Cc1onc(-c2ccccc2Cl)c1C(=O)N1CCN(c2cccc(Cl)c2)CC1	3.6%	-19%	-17%	-5%	3	-6%	0	?	-6%
Cn1c(SCC(=O)Nc2ccc(N3CCOCC3)c(Cl)c2)nnc1C(O)c1ccccc1 (configuration not stated)	4.4%	2%	8%	-3%	8	5%	-2	-18%	0%
O=C(c1ccc(F)c(S(=O)(=O)N2CCOCC2)c1)N1CCc2ccccc21	0.1%	-2%	-18%	-5%	1	-11%	0	-5%	-1%
CN1CCN(c2cc(-c3cc(O)c4ncccc4c3)ccn2)CC1	0.2%&1.0%	-9%	-25%	-7%	-17	-1%	2	nt	nt
COc1ccc(-c2nc(C)sc2CC(=O)O)cc1OC	-1.4%	0%	4%	-3%	0	4%	-4	-13%	2%
COc1ccccc1OCCC(=O)O	0.9%	-4%	7%	-2%	-4	7%	-7	-21%	2%
Cc1csc(=Nc2ccccc2)n1C	0.1%	-7%	1%	-2%	0	7%	-3	-20%	-8%
CCOc1ccc(CCNC(=O)c2cnc3c(-c4ccccc4)c(C)nn3c2C)cc1OCC	-0.4%	3%	0%	-1%	-4	-5%[57.1 µM]	-2	?	-22%
O=C(CN(Cc1ccc(F)cc1)C(=O)CCC(=O)Nc1nccs1)NCC1CCCO1 (configuration not stated)	2.5%	0%	1%	-4%	5	-5%	-2	-12%	-1%
COc1ccc(-c2cc(C(=O)NNC3=NCCC3)c3c(C)nn(-c4ccccc4)c3n2)cc1	0.3%	0%	3%	-2%	-4	7%[57.1 µM]	-3	-20%	0%
CCCOc1ccc(C2C(C#N)=C(N)Oc3nc[nH]c(=O)c32)cc1OC (configuration not stated)	-0.1%	2%	-14%	-2%	0	14%[57.1 µM]	0	-18%	0%
O=C(Nc1ccc(Br)cc1F)C1CCCO1 (configuration not stated)	1.2%	1%	2%	-3%	0	-1%	-10	-18%	-2%
O=C(CNC(=O)c1ccco1)NCC(=O)OCc1cccc(Cl)c1	1.0%	0%	-8%	-4%	-3	-4%	-10	-8%	2%
CCOc1ccc(CNC(=O)CN2C(=O)CSc3ccc(S(=O)(=O)N4CCOCC4)cc32)cc1OC	-2.2%&7.9%	-13%&-5%	5%&6%	3%&1%	-3&-7	0%	-4&1	-27%&-23%	-2%&-13%
CC(C)CN(C(=O)COC(=O)/C=C/c1ccc(Cl)c(Cl)c1)c1c(N)n(Cc2ccccc2)c(=O)[nH]c1=O	0.1%	0%	-2%	-2%	-3	3%	-6	-19%	-5%
Cc1ccc(NC(=O)Nc2cccc([N+](=O)[O-])c2)cc1F	0.4%	-8%	9%	1%	9	5%[57.1 µM]	-2	-19%	3%
O=C(O)c1ccccc1CSc1ncccc1C(=O)O	-2.6%	0%	7%	-1%	-2	1%[57.1 µM]	-5	8%	-5%
O=[N+]([O-])c1cccc2c(Cl)ccnc12	0.4%	0%	-7%	-2%	5	-6%[57.1 µM]	-4	8%	3%
CCOc1ccc(S(=O)(=O)N(CC(=O)NCCc2ccc(OC)cc2)c2ccccc2)cc1	1.2%	3%	-2%	-1%	0	-13%	0	-4%	-6%
O=C(NCc1ccccc1)NC1(C(=O)N2CCOCC2)CCCCC1	0.0%	2%	5%	5%	-1	3%	1	-5%	2%
O=C(Nc1nccs1)c1ccccc1[N+](=O)[O-]	-2.9%	1%	7%	0%	-1	0%[57.1 µM]	-8	2%	5%
O=C(CN1CCCCC1)N/N=C/c1cc2ccccc2nc1Cl	1.9%	1%	-29%	0%	1	9%[57.1 µM]	-5	-19%	13%
COc1ccc(N(CC(=O)Nc2cc(C)ccc2C)S(=O)(=O)c2c(C)noc2C)cc1	0.3%	-27%	-21%	-5%	0	-5%	-5	-25%	-6%
O=C(NCCC1=CCCCC1)c1ccc2c(c1)N(Cc1ccccc1)C(=O)CS2	0.1%	5%	-1%	-2%	4	7%[57.1 µM]	-8	-12%	-1%

An excerpt, so the mix of outcomes need not match the whole.
